KB-3-1 tox – kills parental KB-3-1 adenocarcinoma cells. KB-3-1 viability, CellTiter-Glo ATP luminescence, 72 h. Potency, µM (top dose mostly 46.1 µM), for the others: at the highest dose activity change, negative = cytotoxic, usual class: cytotoxic. 1.4% of 400,000 active. AID 1347075; note: potency is the fitted concentration of half-maximal effect; % is set by controls: 0 for no effect and ±100 for the full control effect; nearly all actives have a fitted effect of over 60% in size
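Screening of KB-3-1 cells (DMEM, 10% FBS, phenol-red free) ran from lowest to highest compound concentration; after 72 h at 37 °C viability was read luminescently and curves fitted.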
SW480 rereplic – inducers of DNA re-replication in SW480 colon cancer cells; Potency, µM (titrated, usually from 46.1 µM), without a hit: at the highest dose re-replication activation, actives largely listed as activators; 1.8% of 340,000 active; AID 624297; SW480 DNA re-replication, Hoechst DNA content imaging, 48 h; note: potency is the fitted concentration of half-maximal effect; % of control where 0% means no effect; nearly all actives have a fitted effect of over 55% in size
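SW480 cells exposed to compounds for 48 hr at 37 C, 5% CO2, then Hoechst-stained 40 min. Nuclear DNA content imaged by fluorescence scanning (405 nm excitation, 500-530 nm emission); re-replication scored as increased high-intensity nuclei.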
KB-V1 cytotox – KB-V1 MDR subline cytotoxicity; KB-V1 MDR cells viability, CellTiter-Glo, 72 h; Potency, µM (highest dose often 46.1 µM), inactives show at the highest dose activity change, negative = cytotoxicity, most hits filed as cytotoxic; 3.4% of 400,000 active; AID 1347076; note: potency is the fitted concentration of half-maximal effect; % is set by controls: 0 for no effect and ±100 for the full control effect; nearly all actives have a fitted effect of over 60% in size
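Compound-treated KB-V1 multidrug-resistant cells, 72 h, 37 degrees C; viability by CellTiter-Glo. Fitted qHTS curves give the values.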
ATXN2 expr inh – reduces ATXN2 reporter expression in HEK-293 cells | HEK-293 ATXN2-luciferase reporter, luminescence, 24 h | 0.72% of 360,000 active | AID 1745845 | Potency, µM (titrated, usually from 57 µM), without a hit: at the highest dose activity change, negative = inhibition, actives largely listed as inhibitors; note: potency is the fitted concentration of half-maximal effect; % is set by controls: 0 for no effect and ±100 for the full control effect; nearly all actives have a fitted effect of over 55% in size
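ATXN2-luciferase reporter cells (luciferase flanked by upstream and downstream ATXN2 gene portions) were treated 24 h at 37 °C with compounds at up to 57 uM. SteadyGlo luminescence gave expression; GF-AFC fluorescence gave viability.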
HT1080 IDH1KD tx – toxicity to HT-1080 IDH1 knockdown cells (counter line); 2% of 360,000 active; AID 686971; HT-1080 IDH1 knockdown viability, ATP luminescence, 48 h; Potency, µM (doses to about 46.1 µM), for inactives: at the highest dose activity, negative = toxicity, actives largely listed as cytotoxic;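 note: potency is the fitted concentration of half-maximal effect; 0% = DMSO wells and -100% = cell-free medium wells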
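IDH1KD HT-1080 cells, 750/well, RPMI + 5% FBS; compound pinned after 2 h settling; 48 h, 37 °C; CellTiter-Glo luminescence; % activity normalised to DMSO and no-cell wells; curves fitted, classed by r2 and efficacy.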
S2 tox – cell viability loss in ATXN counter-screen; S2 cells (HEK-293 line with an ATXN2-luciferase reporter) viability, CellTiter-Fluor protease fluorescence, 24 h; Potency, µM (highest dose often 56.7 µM), most hits filed as cytotoxic; 0.49% of 400,000 active; AID 651635; note: potency is the fitted concentration of half-maximal effect; nearly all actives have a fitted effect of over 40% in size
IL1B secr inh – inflammasome signaling inhibition, IL-1 beta readout; THP-1 LPS/ATP IL-1B secretion, AlphaLISA, 16 h; stronger effect = lower value; activity change, % at 57.5 µM; 4.7% of 360,000 active; in the data active = activity change below about -50%; inconclusive = mostly about -30% to -49%; note: % is set by controls: 0 for no effect and ±100 for the full control effect
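THP-1 cells pretreated 1 hr with compounds (up to 57.5 uM final), then stimulated with LPS (250 ng/mL final) plus ATP (1.25 mM final); secreted IL-1B measured by AlphaLISA after 16 hr, decreased signal indicating inhibition.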
HT1080NT lethal – kills 2HG-producing HT-1080-NT fibrosarcoma cells. Potency, µM (top dose mostly 46.1 µM), for inactives: top-dose activity, negative = less viability, hits mostly cytotoxic. HT-1080-NT fibrosarcoma viability, CellTiter-Glo ATP luminescence, 48 h. 1.6% of 360,000 active;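 note: NT is the 2HG producing partner of a matched IDH1 knockdown line; potency is the fitted concentration of half-maximal effect; 0% = DMSO-treated cells and -100% = media-only wells without cells; nearly all actives have a fitted effect of over 55% in size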
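750 cells/well, RPMI + 5% FBS; 2 h settle, compound pin-transfer, 48 h at 37 degrees C. CellTiter-Glo 10 min RT, luminescence. Normalized to DMSO and media-only wells.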
MCF10A rerep – induces DNA re-replication in MCF 10a normal breast cells; MCF 10A DNA re-replication, Hoechst nuclear intensity, 48 h; Potency, µM (highest dose often 46.1 µM), for inactives: at the highest dose activity, positive = re-replication, actives largely listed as activators; 2.9% of 350,000 active; AID 624296; note: potency is the fitted concentration of half-maximal effect; % of control where 0% means no effect; nearly all actives have a fitted effect of over 50% in size
The depositor's hits bear a star; i = inactive; ? = inconclusive; · = no result given; & = joins results of further samples; [ ] = remark or other dose. Unless noted, calls come from the whole dose curve; as a rule, active = well fitted curve in the direction sought with a large enough effect; inconclusive = small, poorly fitted or top-dose-only effect, or another doubt; inactive = no such curve, though single readings can be large; an effect the other way counts as inactive or inconclusive.

| Structure | KB-3-1 tox | SW480 rereplic | KB-V1 cytotox | ATXN2 expr inh | HT1080 IDH1KD tx | S2 tox | IL1B secr inh | HT1080NT lethal | MCF10A rerep |
| --- | --- | --- | --- | --- | --- | --- | --- | --- | --- |
| O=C(NCC(=O)N(Cc1cccs1)C(C(=O)NC1CCCCC1)c1ccco1)c1ccco1 (stereo not drawn) | 7% | 3% | ? | -1% | 6% | i | -5 | 7% | 22% |
| CCOC(=O)C1CCN(C(=O)c2cc3c(ccc4ccccc43)o2)CC1 | 3% | -8% | -26% | 68%[activator] | 2% | i | -14 | 7% | 6% |
| O=C(C[C@H]1C/C=C\CCCC(=O)OC[C@H]2CCCN2C1=O)NCCO | -1% | 0% | 14% | 3% | -4% | i | 5 | 3% | ? |
| Cc1ccnc(NS(=O)(=O)c2cnc(Cl)c(Br)c2)c1 | -8% | 1% | 0% | -1% | 20% | i | -92* | 17% | ? |
| Nc1nc(SCCN2C(=O)c3ccccc3C2=O)n[nH]1 | 4% | -6% | -1% | 1% | 7% | i | -5 | -3% | 5% |
| Cc1ccccc1Nc1ncccc1C(=O)N1CCOCC1 | 11% | -2% | 3% | 5% | 0% | i | -1 | 0% | 0% |
| O=C(Nc1c[nH]c(=O)[nH]c1=O)c1cccc([N+](=O)[O-])c1 | -2% | -13% | 0% | · | -1% | i | 12 | -7% | -4% |
| CC(C)CN(C(=O)COC(=O)c1c(Cl)ccc(Cl)c1Cl)C1CCS(=O)(=O)C1 (stereo not drawn) | 6% | 11% | -17% | -26% | -4% | i | -5 | -2% | -7% |
| CC1C2=C(CC(C)(C)CC2=O)NC2=C1C(=O)CC(C)(C)C2 | 0% | -106%[inhibitor] | 4% | -3% | 7% | · | -5 | 2% | 5.8µM* |
| COCCCN1C(=O)c2ccc(C(=O)OCC(=O)N(C)c3ccccc3)cc2C1=O | 13% | 13% | 3% | 9% | 7% | i | 13 | 10% | -2% |
| Cc1cc(NC(=O)c2ccc(NC(=O)C(C)Oc3ccccc3)cc2)no1 (stereo not drawn) | 7% | ? | -20% | 3% | 8%[9.24 µM] | i | -8 | -23% | 132% |
| CC1(C(=O)NS(=O)(=O)c2ccc3c(c2)CCO3)CCN1C(=O)CCC1CCCC1 (stereo not drawn) | 0% | · | 3% | -3% | ? | i | 29 | 13% | · |
| CCOc1ccccc1CNC(=O)CCn1ccc2cc(S(=O)(=O)N3CCC(C)CC3)ccc21 | -22% | · | -6% | -17% | · | i | · | · | · |
| CCOc1ccccc1N1CCN(CC(=O)Nc2nnc(CC)s2)CC1 | 2% | 0% | 0% | 3% | 6% | i | 27 | 9% | 15% |
| CCCc1nnc(NC(=O)CCC(=O)N2CCC(Cc3ccccc3)CC2)s1 | -8% | -1% | -11% | · | -3% | i | 17 | -5% | -3% |
| O=C(CSc1nc2ccccc2o1)Nc1ccccc1 | 8% | · | 10% | 61%[activator] | 13% | ? | -5 | 3% | · |
| CCc1ccc(S(=O)(=O)NCCc2csc(-c3ccccc3)n2)s1 | -7% | 94% | ? | ? | 6%[9.24 µM] | i | -26 | ? | ? |
| COc1ccc(CN2C(=O)C(Cc3ccccc3)Nc3ncnc(N4CCOCC4)c32)cc1 (stereo not drawn) | -2%&-1% | 6% | ? | 0%&-3% | 0%&9% | i | 10&8 | -3%&4% | 4% |
| Cc1nnc(NC(=O)C2=COCCO2)s1 | 2% | -281%[inhibitor] | -2% | -3% | 1% | i | 9 | 0% | 10% |
| CN(C)CCN(Cc1ccco1)C(=O)c1oc2ccccc2c1NC(=O)COc1ccccc1 | -5% | 2% | ? | -19% | ? | i | -50* | ? | 7% |
| CC(=O)c1cccc(NC(=O)Nc2cc3c(cc2N2CCCC2)n(C)c(=O)n3C)c1 | -1% | · | 3% | 6% | · | i | · | · | · |
| CC(C)(C)C(=O)/C=C(\N)c1ccccn1 | -14% | ? | ? | 10% | -26% | i | -3 | -4% | -4% |
| CCc1nc2ccc(C(=O)N(C)C(C)C)cn2c1N(CCC(C)C)CCN(C)C | 0% | · | 0% | 9% | 3% | i | -4 | 2% | · |
| COc1ccc(NC(=O)CNC(=O)c2c(C)nn(C)c2Cl)cc1 | 17% | 19%[1.84 µM] | 8% | -16%[11.3 µM] | 16% | i | -1 | 20% | -26% |
| COc1ccc(NC(=O)CSc2nnnn2C)cc1 | 0% | 2% | 8% | · | 4% | i | 10 | 11% | 1% |
| N=c1c(C(=O)NCCN2CCOCC2)cc2c(=O)n3ccccc3nc2n1CCc1ccccc1 | -21% | 10µM* | 11% | 11% | 12% | i | 2 | 21% | · |
| Cc1cc2c(Nc3ccc(O)cc3)ncnc2s1 | -4% | ? | -11% | 7% | -23% | i | -24 | -14% | 6% |
| Cc1ccc(-c2nnc(SCC(=O)CC(=O)Nc3ccccc3)n2-c2ccccc2)cc1 | -1% | -1% | -11% | · | 2% | · | -17 | 1% | 7% |
| COc1ccc(N(C(=O)c2ccc(F)cc2)C2=CC3CCC(C2)N3C)cc1 (stereo not drawn) | 0% | -7% | -5% | 3% | 1% | i | -11 | -3% | 20% |
| Cc1ccc2nc(N3CCN(c4cccc(Cl)c4)CC3)c(-n3nc(C)cc3C)nc2c1 | 0% | · | -7% | -4% | · | i | · | · | · |
| COc1ccccc1NCCC(=O)OCC(=O)NC1CCCCCC1 | 1% | -10% | 4% | 23% | 19% | i | -13 | 11% | -2% |
| COc1ccc(CCNC(=O)c2ccc(CN3CCC(Cc4ccccc4)CC3)cc2)cc1OC | 18% | -3% | 3.7µM* | -14% | -8% | i | -13 | -19% | 6% |
| CCN(CC)S(=O)(=O)c1cc(NC(=O)C(C)N(C)CC(=O)Nc2c(C)cccc2C)ccc1C (stereo not drawn) | ? | 28% | 5.2µM* | -19% | -4% | i | -3 | -2% | 24% |
| CCC1=NN(C(=O)c2ccccc2[N+](=O)[O-])C(O)(c2ccccc2)C1 (stereo not drawn) | -9% | · | -16% | · | 3% | i | 27 | -6% | · |
| Cc1nc2cc(NS(=O)(=O)c3ccccc3F)ccc2s1 | 1% | -10% | 4% | 7% | 4% | i | 1 | 6% | -1% |
| Cc1ccc2c(c1)NC(=O)C(CC(=O)Nc1ccc(CN3CCC(C)CC3)cc1)O2 (stereo not drawn) | ? | -4% | 0% | -6% | ? | i | -21 | 1% | 1% |
| CCOc1ccc2nnc(-c3ccc(Br)cc3)n2n1 | 14% | -6% | ? | 5% | -1% | i | 11 | 6% | -9% |
| O=C(NNc1cc(Br)c(O)c(Br)c1)c1ccccc1 | -1% | -3% | -2% | -17%[11.3 µM] | -13% | i | 32 | -8% | ? |
| CCN(CC(=O)NCCN1CCOCC1)S(=O)(=O)c1ccc(F)cc1 | 0% | -6% | 6% | -3% | 18% | i | -1 | 22% | -13% |
| COc1ccc(-c2cc(C#N)nc(N3CCNCC3)n2)cc1 | 6% | ? | 4% | ? | -20% | ? | -18 | -2% | 3% |
| O=C(N/N=C/c1ccc(OCc2ccc(F)cc2)cc1)c1ccccc1 | -2% | 3% | 10% | · | -1% | i | -15 | -1% | -1% |
| COc1ccccc1C1=NOC(CN2C(=O)c3ccccc3S2(=O)=O)C1 (stereo not drawn) | -7% | 1% | -4% | 52%[activator] | 1% | i | -26 | -3% | 8% |
| CCc1ccc(-c2nn(-c3ccc(OC)cc3)c3c2cnc2ccc(OC)cc23)cc1 | 0% | · | -11% | 8% | · | i | · | · | · |
| S=C(NCc1ccco1)Nc1ccccc1Cl | 2% | 0% | 2% | · | 6% | i | 8 | -17% | -1% |
| Cc1c(C(=O)N2CCCCC2)sc(N)c1C#N | 16% | -7% | 0% | 3% | 7% | ? | 7 | 8% | -6% |
| Cc1cc(C)c(S(=O)(=O)Nc2cccc(S(=O)(=O)N3CCOCC3)c2)c(C)c1 | 0% | -11% | -2% | -8% | -1% | i | 8 | -1% | -44% |
| COc1ccc(NS(=O)(=O)c2ccc(NC(=S)NC(=O)CC(C)C)cc2)cc1 | 0% | 0% | 0% | 1% | ? | i | -19 | ? | ? |
| COCCNC(=O)C(c1ccc(O)cc1)N(Cc1ccco1)C(=O)CCC(=O)Nc1nccs1 (stereo not drawn) | 13% | -3% | 11% | 3% | 18% | i | 0 | 20% | -1% |
| COC(=O)CN1C(=O)Nc2ccc(Cl)cc2C1c1ccccc1 (stereo not drawn) | -13% | 1% | 10% | -11% | -2% | i | -3 | -6% | 3% |
| O=C1CN(c2nc(-c3cccnc3)nc3scc(-c4ccccc4)c23)CCN1 | 7% | -5% | -3% | · | 4% | i | 0 | -11% | -7% |

(cont.)
| Structure | KB-3-1 tox | SW480 rereplic | KB-V1 cytotox | ATXN2 expr inh | HT1080 IDH1KD tx | S2 tox | IL1B secr inh | HT1080NT lethal | MCF10A rerep |
| --- | --- | --- | --- | --- | --- | --- | --- | --- | --- |
| COc1ccc(CCNC(=S)N2CCN(S(=O)(=O)c3ccccc3F)CC2)cc1 | · | 1% | · | -2% | 3% | i | -3 | 0% | 6% |
| CC1(C(=O)NS(=O)(=O)c2ccc3ccccc3c2)CCN1C(=O)CC1CCCCC1 (stereo not drawn) | 6% | · | -4% | 16% | 14% | i | 41 | 12% | · |
| COc1ccc(CN2CCC2(C)C(=O)Nc2cccc(NS(C)(=O)=O)c2)c2ccccc12 (stereo not drawn) | ? | · | 2.9µM* | ? | ? | i | -4 | ? | · |
| COC(=O)c1ccc(Cn2nnc3c(=O)[nH]c(C4CCCN(S(=O)(=O)c5ccccc5Cl)C4)nc32)cc1 (stereo not drawn) | 7%&-1% | -24% | -2%&6% | -11%&-4% | 14% | ? | ? | 1% | 8% |
| Cc1cccc2cc(C#N)c(SCCN3CCCCC3)nc12 | -3% | 8.2µM* | ? | 25µM* | ? | i | -59* | ? | ? |
| Cc1ccc(C)c(S(=O)(=O)NCC(c2ccco2)N2CCc3ccccc3C2)c1 (stereo not drawn) | 17% | -616%[inhibitor] | -7% | 5% | -2% | i | -26 | -16% | ? |
